Screening results as filed in PubChem BioAssay.
BLM helicase inh = inhibitors of human Bloom syndrome helicase BLM | recombinant BLM DNA unwinding, fluorescence dequenching | AID 2528 | Potency, µM (highest dose often 56.1 µM), for inactives: top-dose activity change, negative = inhibition, most hits filed as inhibitors | P54132 | actives 0.2% (n = 350,000);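 note: potency is the fitted concentration of half-maximal effect; plate controls were vehicle for no effect and no enzyme for full effect; nearly all actives have a fitted effect of over 35% in size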
APE1 inh = APE1 (human) endonuclease inhibition | P27695 | actives 0.35% (n = 350,000) | recombinant APE1, TAMRA/BHQ-2 abasic DNA cleavage fluorescence | Potency, µM (titrated, usually from 65.8 µM), for inactives: at the highest dose activity change, negative = inhibition, actives largely listed as inhibitors;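 note: potency is the fitted concentration of half-maximal effect; plate controls were vehicle for no effect and reference inhibitor for full effect; nearly all actives have a fitted effect of over 55% in size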
Target sequence (P27695 whole entry, looked up): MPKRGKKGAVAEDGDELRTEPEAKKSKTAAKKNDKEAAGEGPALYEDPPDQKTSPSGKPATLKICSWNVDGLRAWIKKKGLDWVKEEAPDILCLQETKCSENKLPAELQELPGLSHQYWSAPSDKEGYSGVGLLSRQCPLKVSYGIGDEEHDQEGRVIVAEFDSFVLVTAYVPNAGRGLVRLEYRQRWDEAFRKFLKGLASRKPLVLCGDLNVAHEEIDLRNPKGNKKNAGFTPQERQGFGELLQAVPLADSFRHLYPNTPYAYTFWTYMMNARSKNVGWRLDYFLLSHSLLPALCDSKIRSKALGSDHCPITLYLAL
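Kinetic fluorescence read (525 ex/598 em nm, three reads 60 s apart) of AP-site incision; signal = third minus first read. Enzyme 0.75 nM, dual-labelled THF duplex 50 nM, compound preincubation 15 min RT.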
Pol iota inh = blocks human DNA polymerase iota activity | Q9UNA4 | Pol iota fluorescent replication assay, 10 min | Potency, µM (doses to about 115 µM), for inactives: top-dose activity, negative = inhibition, actives largely listed as inhibitors | actives 1% (n = 390,000); note: potency is the fitted concentration of half-maximal effect
Target sequence (Q9UNA4 whole entry, looked up): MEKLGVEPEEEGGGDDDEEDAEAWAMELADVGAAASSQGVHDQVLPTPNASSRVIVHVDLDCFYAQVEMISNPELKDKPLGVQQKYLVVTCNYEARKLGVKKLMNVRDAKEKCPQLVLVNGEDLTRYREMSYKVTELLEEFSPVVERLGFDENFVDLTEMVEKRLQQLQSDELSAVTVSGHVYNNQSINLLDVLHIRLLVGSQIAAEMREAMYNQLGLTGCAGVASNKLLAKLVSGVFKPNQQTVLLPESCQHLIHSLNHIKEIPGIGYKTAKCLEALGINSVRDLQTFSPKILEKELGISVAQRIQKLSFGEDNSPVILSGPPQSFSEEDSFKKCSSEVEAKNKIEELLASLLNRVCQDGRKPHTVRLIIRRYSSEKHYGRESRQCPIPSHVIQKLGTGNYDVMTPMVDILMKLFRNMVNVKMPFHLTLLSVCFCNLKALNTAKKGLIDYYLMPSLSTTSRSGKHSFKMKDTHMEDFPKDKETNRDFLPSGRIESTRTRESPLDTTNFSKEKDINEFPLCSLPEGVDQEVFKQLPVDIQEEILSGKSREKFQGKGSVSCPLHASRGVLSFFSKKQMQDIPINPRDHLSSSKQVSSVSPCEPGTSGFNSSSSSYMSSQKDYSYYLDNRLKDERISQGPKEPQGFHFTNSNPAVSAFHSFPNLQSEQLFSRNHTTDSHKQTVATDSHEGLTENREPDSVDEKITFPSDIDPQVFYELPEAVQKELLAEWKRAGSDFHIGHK
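Fluorescent replication assay read twice, at 0 min and 10 min after adding 50 nM (final) substrate. Enzyme (10 nM) and compounds were first incubated 15 min at room temperature; enzyme-free buffer wells were negative controls.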
GRP78 ERSR act = inducers of ER stress response in human glioma cells. U87-MG GRP78 promoter luciferase reporter, 16 h. Potency, µM, without a hit: at the top dose activation, most hits filed as activators. actives 0.02% (n = 420,000). AID 602332; note: potency is the fitted concentration of half-maximal effect; series mostly up to about 76 µM; % of control where 0% means no effect; nearly all actives have a fitted effect of over 35% in size
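ERSR induction read as luciferase luminescence (Bright-Glo, 10 min at room temperature) in stably transfected human U87-MG glioma cells exposed to compounds for 16 h, using GRP78 as sensor.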
LDHA inh = blocks human lactate dehydrogenase A. purified LDHA, NADH/diaphorase-resazurin fluorescence; stronger effect = lower value. actives 0.15% (n = 480,000). AID 1347041. P00338. activity change, % (values are at about 110 or 230 µM); in the data active = activity change below about -30%; inconclusive = mostly about -25% to -30%;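 note: plate controls were DMSO wells for no effect and wells without enzyme for full effect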
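LDH5 2 nM; NADH 0.06 mM, pyruvate 0.2 mM; 200 mM Tris pH 7.4, EDTA, Tween-20; 5 min RT. Detection: diaphorase 0.133 mg/mL + resazurin 37 µM, fluorescence ex540/em590 at 0 and 20 min; normalized to enzyme-free and DMSO wells.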
Apoferritin bind = binds horse apoferritin like a general anesthetic | P02791 | AID 485281 | apoferritin/1-aminoanthracene competitive binding, fluorescence | actives 0.074% (n = 350,000) | Potency, µM (highest dose often 77.5 µM), for the others: at the top dose activity change, negative = displacement, usual class: inhibitors; note: potency is the fitted concentration of half-maximal effect; % is set by controls: 0 for no effect and ±100 for the full control effect; nearly all actives have a fitted effect of over 20% in size
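10 uM apoferritin + 50% sat. 1-AMA, PBS; cpd 10 min RT; Ex380/Em535 endpoint; normalized to free probe vs complex; 4-param Hill fit; propofol titration as pos. ctrl.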
Pol kappa inh = inhibitors of human DNA polymerase kappa | Q9UBT6 | purified Pol kappa, fluorescent DNA synthesis assay, 10 min | Potency, µM (top dose mostly 107 µM), for inactives: top-dose activity, negative = inhibition, most hits filed as inhibitors | actives 0.53% (n = 400,000); note: potency is the fitted concentration of half-maximal effect; % is set by controls: 0 for no effect and ±100 for the full control effect
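First, compounds were pin-transferred onto 10 nM Pol kappa. After 15 min at room temperature, substrate was added to 50 nM final. Fluorescence was then measured kinetically at 0 and 10 min.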
Pol beta inh = DNA polymerase beta (human) inhibition; P06746; Pol beta primer extension/strand displacement, fluorescence kinetic; Potency, µM (doses to about 114 µM), for the others: top-dose activity change, negative = inhibition, most hits filed as inhibitors; actives 1.3% (n = 340,000); note: potency is the fitted concentration of half-maximal effect; % is set by controls: 0 for no effect and ±100 for the full control effect
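Human Pol beta at 10 nM; strand-displacement substrate 50 nM final. Compound exposure 15 min at room temperature before start, reaction 10 min at room temperature.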
POLH inh = blocks human DNA polymerase eta activity; Q9Y253; recombinant Pol eta, fluorescent DNA replication assay; Potency, µM (series often up to 114 µM), for the others: at the highest dose activity change, negative = inhibition, most hits filed as inhibitors; actives 1.2% (n = 390,000); AID 588591; note: potency is the fitted concentration of half-maximal effect; % is set by controls: 0 for no effect and ±100 for the full control effect
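Fluorescent replication assay: 50 nM final substrate added after a 15 min room-temperature compound preincubation with 10 nM enzyme. Signal taken at 0 min and again at 10 min.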
Numbers without * were called inactive; ? = inconclusive; . = not tested or not shown; & = joins results of further samples; ! = not active in a repeat; [ ] = remark or other dose. Unless noted, calls come from the whole dose curve; as a rule, active = well fitted curve in the direction sought with a large enough effect; inconclusive = small, poorly fitted or top-dose-only effect, or another doubt; inactive = no such curve, though single readings can be large; an effect the other way counts as inactive or inconclusive. A portion of the library; count on the stated rates, not on these rows.

structure | BLM helicase inh | APE1 inh | Pol iota inh | GRP78 ERSR act | LDHA inh | Apoferritin bind | Pol kappa inh | Pol beta inh | POLH inh
COc1ccc(CCNC(=O)c2cc(-c3ccccc3)c(N3CCOCC3)s2)cc1OC | . | . | 13% | -1% | 0 | . | -3% | . | -28%
O=S(=O)(c1cccs1)N1CCN(c2ccc(O)cc2)CC1 | -5% | -7% | 32%[activator] | -6% | 13 | 8% | 4% | 7% | -22%
O=C(NC(=S)Nc1ccc(Cc2ccncc2)cc1)c1ccc(F)cc1 | -5% | -5% | -1% | 1% | 3 | ? | 4% | -17% | -14%
Cc1cccc(CN2CCC(n3nccc3NC(=O)c3ccccc3C)CC2)n1 | -2% | 16% | 3% | -5% | -1 | -7% | -9% | 21% | -21%
CN(C(=O)COC(=O)c1ccc(=O)n(Cc2ccccc2)n1)C1CCS(=O)(=O)C1 (stereo unspecified) | . | 7% | 6% | -2% | -4 | . | -1% | . | -19%
O=C(NS(=O)(=O)c1ccc(Cl)s1)c1ccccc1 | -1% | 14% | -10% | -3% | -11 | -1% | -20% | 2% | -7%
Cn1c(SCC(=O)NNC(=O)Nc2ccccc2)nnc1-c1ccccc1 | -1% | -2% | 10% | -4% | -2 | -2% | 7% | 1% | -5%
Cc1ccc(S(=O)(=O)N2CCN(C(=O)c3nn(C(C)C)c(=O)c4ccccc34)CC2)cc1C | -1% | -4% | 2% | -6% | -2&-4 | -13% | -9% | 9% | -1%
Cc1oc2c(cc(NS(=O)(=O)c3ccc(C(C)C)cc3)c3ccccc32)c1C(=O)O | -16%&-20% | -16% | ? | -3%&-2% | 6&20 | -7%&-16% | ? | 50µM*! | 45µM*
O=C(CSc1cccc[n+]1[O-])C12CC3CC(CC(C3)C1)C2 | -1% | 1% | 68%[activator] | -6% | -9 | ? | 7% | 9% | -4%
Cc1ccccc1OCc1nc(-c2ccc(Br)o2)no1 | -10% | -1% | 10% | 1% | 1 | ? | -8% | 11% | -22%
CSc1c(CC(=O)Nc2ccc(F)cc2)n(Cc2ccccc2)c2ccccc12 | -1% | -2% | 5% | -4% | -5 | -12% | -3% | 6% | -1%
O=C(O)c1ccc(NS(=O)(=O)c2ccc(N3C(=O)CCC3=O)cc2)cc1 | -1% | 83%[activator] | 9% | -1% | -7 | -1% | -12% | 0% | -18%
O=C(Cn1c(=O)oc2cc(S(=O)(=O)N3CCCC3)ccc21)N1CCN(c2ccccn2)CC1 | -3% | 0% | -5% | -3% | -6 | -11% | -1% | -27% | -1%
Cn1cnc2c(=O)oc3ccc(S(=O)(=O)N4CCN(c5cccc(C(F)(F)F)c5)CC4)cc3c21 | 1% | . | -7% | -2% | -12 | -8% | -14% | 2% | -13%
Cc1ccc[n+](CC(=O)c2ccc(NC(=O)c3ccccc3)cc2)c1 | -3% | -12% | ? | -5% | 14 | -13% | -11% | 90% | -9%
Clc1ccc(SCCOCCN2CCCCCC2)cc1 | -11% | -7% | -16% | -3% | -13 | -9% | 4% | 52% | -8%
NC(=O)COc1ccccc1/C=C1/SC(=O)N(CC(=O)N2CCc3ccccc3C2)C1=O | -7% | -7% | 17% | -6% | 2 | ? | -8% | 8% | ?
COC(=O)c1cc(S(=O)(=O)NCC2CCN(CCc3ccc(OC)cc3)CC2)cn1C | -9% | 17% | -12% | -3% | -7 | -15% | -14% | 15% | -10%
O=C(CNC(=O)c1ccc(Cl)cc1)N/N=C/c1cccnc1 | -2% | 1% | 25% | -2% | -13 | ? | 1% | 20% | -3%
CCOc1ccc(CNC(=O)CCS(=O)(=O)c2ccc3c(c2)NC(=O)CO3)cc1OC | 1% | 66%[activator] | -1% | -1% | -14 | 2% | -10% | 19% | -16%
CN1CCN(C(=O)CCCN2C(=O)/C(=C/c3ccc(Cl)cc3)SC2=S)CC1 | . | 41% | 17% | -9% | 1 | . | 5% | . | -13%
CCn1c(C)c(C)c2cc(C(=O)NC3CCCCCC3)ccc21 | -4% | -5% | 4% | -2% | -13 | 2% | -3% | 12% | -3%
O=C(Cc1cccc(NC(=O)C2CCCN(C(=O)c3ccccc3)C2)c1)Nc1cccc(C(=O)N2CCCCC2)c1 (stereo unspecified) | . | . | 12% | -2% | -2 | . | -1% | . | -8%
COc1ccc(S(=O)(=O)Nc2ccc(C)cc2)cc1N(C)S(=O)(=O)c1ccc(Cl)cc1 | 6% | -2% | -17% | -3% | -9 | 32%[activator] | -8%[60.1 µM] | -15% | -3%
COc1cc(NC(=O)c2c(C)nn(-c3ccc(F)cc3)c2-n2cccc2)cc(OC)c1 | -3% | . | 15% | -3% | -4 | -14% | 5% | -1% | -20%
CC(=O)OCc1cc(-c2nn(C)c(=O)c3ccccc23)ccc1C | -2% | 0% | 15% | 1% | -3 | -5% | -6% | 1% | -8%
CN(C)CC(=O)Nc1ccc2cn[nH]c2c1 | 0% | -2% | 28% | -4% | -3 | -2% | 7% | 44% | -16%
C=CCn1c(NC(=O)c2ccc(C)cc2)nc2ccccc21 | 0% | 52%[activator] | -26% | 7% | -2 | 32%[activator] | -3% | 32% | -18%
Cc1ccc(C(=O)O/N=C(\N)c2ccc(Br)cc2)cc1 | -8% | 21% | 89µM* | 4% | -2 | -8% | -23% | ? | -22%

One compound at a time, as listed above. Values in the order: BLM helicase inh	APE1 inh	Pol iota inh	GRP78 ERSR act	LDHA inh	Apoferritin bind	Pol kappa inh	Pol beta inh	POLH inh
O=C(Cn1c(=O)oc2cc(S(=O)(=O)N3CCCC3)ccc21)N1CCN(c2ccccn2)CC1 is entered as -3%	0%	-5%	-3%	-6	-11%	-1%	-27%	-1%
NC(=O)COc1ccccc1/C=C1/SC(=O)N(CC(=O)N2CCc3ccccc3C2)C1=O is entered as -7%	-7%	17%	-6%	2	?	-8%	8%	?
O=C(NC(=S)Nc1ccc(Cc2ccncc2)cc1)c1ccc(F)cc1 is entered as -5%	-5%	-1%	1%	3	?	4%	-17%	-14%

Next part
structure | BLM helicase inh | APE1 inh | Pol iota inh | GRP78 ERSR act | LDHA inh | Apoferritin bind | Pol kappa inh | Pol beta inh | POLH inh
CCN(CC(=O)Nc1ccc(S(=O)(=O)N2CCCC2)cc1)CC(=O)Nc1ccccc1C(F)(F)F | . | 14% | 13% | -4% | -5 | . | 0% | . | -24%
O=C(CCCOc1ccc(Cl)cc1Cl)n1nnc2ccccc21 | 0% | -2% | 6% | -4% | -4 | -7% | 2% | 8% | -1%
OCCNCCOc1ccccc1-c1ccccc1 | -4% | 1% | 12% | 1% | -16 | -13% | -7% | 8% | -2%
COc1ccccc1OCCOCCOc1ccc(C)cc1[N+](=O)[O-] | 1% | 1% | 11% | -3% | -2 | -9% | -20% | -12% | -13%
C[C@@H]1C=C(C(=O)NCc2ccccc2)O[C@H](OCc2ccc(CO)cc2)C1 | -3% | -6% | 1% | -1% | -1 | -2% | -17% | 17% | -3%
CC(=O)c1ccc(NC(=O)c2nn(C)c3c2COc2ccccc2-3)cc1 | -8% | . | -13% | 0% | 14&-3 | 4% | -2% | ? | -17%
Nc1ccc2c(c1)N1CCN=C1S2 | -7% | 7% | -3% | -3% | 2 | -7% | -10% | -26% | -4%
CCOc1ccc(NC(=O)C2CCCN2C(=O)OCc2ccccc2)cc1 (stereo unspecified) | -6% | -7% | 19% | -1% | -2 | -14% | 6% | 9% | -14%
NC(=O)C1CCN(S(=O)(=O)c2ccccc2[N+](=O)[O-])CC1 | 0% | 14% | -16% | 1% | 0 | -20% | -1% | 25% | -2%
N#CCCn1c(=O)c(-c2ccccc2)nc2cnc(Oc3ccccc3)nc21 | -3% | 1% | . | -2% | . | . | -1%[60.1 µM] | . | .
Cn1nccc1NS(=O)(=O)c1ccc(C(C)(C)C)cc1 | -6% | -3% | 58%[activator] | -3% | -3 | 13% | 0% | 7% | -13%
CCOC(=O)CSc1nnc(-c2ccc(OC)cc2)o1 | -2% | . | 22% | -9% | -7 | -7% | -4% | -2% | -19%
Cc1nc2n(n1)CC(O)CS2 (stereo unspecified) | 2% | 1% | 5% | 0% | -2 | -16% | -22% | 4% | 3%
O=C(COc1ccc(Br)cc1CO)Nc1ccccc1 | -2% | -8% | 21% | 4% | -1&-10 | -16% | 1% | 5% | 3%
CCOC(=O)c1[nH]c(C)c(C(=O)OCCN2C(=O)c3ccccc3C2=O)c1C | -12% | -4% | 8% | -6% | -9 | -5% | -9% | -15% | -13%
Cn1nnc2c(N3CCN(c4ccc(F)cc4)CC3)ncnc21 | 1% | . | -9% | -3% | 2 | -1% | -3%[60.1 µM] | 15% | 13%
COc1cc(/C=C/C(=O)OCC(=O)NC(=O)NC(C)C)ccc1OCC#N | 3% | 7% | 110%[activator] | -2% | -2 | -3% | -3% | 9% | -8%
COC(=O)c1sc2ncccc2c1OCc1cccc(Cl)c1 | -6% | ? | -2% | 2% | 2 | -10% | -2% | 8% | -14%

Ordered by heavy-atom count (descending): some entries from above.
structure | BLM helicase inh | APE1 inh | Pol iota inh | GRP78 ERSR act | LDHA inh | Apoferritin bind | Pol kappa inh | Pol beta inh | POLH inh
COc1ccccc1OCCOCCOc1ccc(C)cc1[N+](=O)[O-] | 1% | 1% | 11% | -3% | -2 | -9% | -20% | -12% | -13%
Cn1nnc2c(N3CCN(c4ccc(F)cc4)CC3)ncnc21 | 1% | . | -9% | -3% | 2 | -1% | -3%[60.1 µM] | 15% | 13%
Cn1nccc1NS(=O)(=O)c1ccc(C(C)(C)C)cc1 | -6% | -3% | 58%[activator] | -3% | -3 | 13% | 0% | 7% | -13%
Nc1ccc2c(c1)N1CCN=C1S2 | -7% | 7% | -3% | -3% | 2 | -7% | -10% | -26% | -4%
